Shn3 inh set2: inhibitors of Schnurri-3 3'UTR reporter in osteoblasts. Clone20 osteoblast Shn3 3'UTR firefly luciferase, 24 h. inhibition, % at 12.5 µM. 360,000 tested, 0.52% active;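 active means mean inhibition of at least 75% with every replicate also reaching 75%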;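 further: 0% = median of neutral control wells and 100% = pilot-screen positive control compound; some compounds past the cut are filed as inactive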
MITF TRPM1 inh: reduces MITF-dependent TRPM1 promoter luciferase signal. SK-MEL-5 TRPM1 promoter luciferase, 24 h. inhibition, % at 12.5 µM. 330,000 tested, 0.83% active. AID 488899;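 active means mean inhibition across replicates of 60% or more, whatever share of single replicates reaches that level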; further: values of inactives mirror those of a sister screen read the other way
m5-HT2A agonist: mouse HTR2A agonism via beta-arrestin recruitment | P35363 | CHO-K1 mHTR2A beta-arrestin complementation, luminescence; percent of 30 µM serotonin response | activation, % at 7.6 µM | 360,000 tested, 0.66% active | AID 624169;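 active means activation above a run cutoff, the mean activation of all tested compounds plus 3 SD, cut at about 14% in these data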;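 further: 0% = plate median of compound wells and 100% = 30 µM serotonin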
Target sequence (P35363 whole entry, looked up): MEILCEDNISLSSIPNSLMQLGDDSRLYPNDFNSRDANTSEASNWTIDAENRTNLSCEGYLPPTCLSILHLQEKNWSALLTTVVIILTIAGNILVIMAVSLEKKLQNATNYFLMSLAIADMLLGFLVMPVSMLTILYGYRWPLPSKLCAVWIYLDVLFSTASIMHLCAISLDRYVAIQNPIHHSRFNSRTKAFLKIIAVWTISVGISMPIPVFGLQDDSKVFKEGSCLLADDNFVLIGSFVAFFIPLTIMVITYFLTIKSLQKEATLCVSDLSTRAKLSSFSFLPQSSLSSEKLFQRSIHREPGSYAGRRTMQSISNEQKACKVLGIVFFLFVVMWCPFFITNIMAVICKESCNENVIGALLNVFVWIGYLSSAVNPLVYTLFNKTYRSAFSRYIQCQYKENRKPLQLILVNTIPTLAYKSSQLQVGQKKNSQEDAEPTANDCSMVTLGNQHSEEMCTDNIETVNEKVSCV
HIF-2a block: inhibitors of HIF-2a; 786-0 RCC cells HIF-2a reporter, luciferase luminescence, overnight; inhibition, % at 18.8 µM; 360,000 tested, 0.72% active; AID 624352;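 active means inhibition of the luminescence signal of 40% or more relative to plate controls, in a single-dose primary screen at 18.75 µM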
NR2E3 ag-1: agonists of human NR2E3 nuclear receptor. Q9Y5X4. CHO-S Gal4-NCOR/VP16-NR2E3 two-hybrid, luciferase. inhibition of corepressor binding, % at 3.98 µM. 360,000 tested, 0.35% active. AID 602229;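 active means inhibition above the mean of all tested compounds plus 3 SD, cut at about 70% in these data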;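 further: 0% = DMSO with NR2E3 transfected cells and 100% = cells lacking NR2E3 construct; higher means lower luciferase signal from less NR2E3 corepressor binding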
Peg3 promoter: reduces Peg3 promoter-driven luciferase expression in HeLa; AID 588405; inhibition, % at 20 µM; HeLa PEG-Prom luciferase reporter, luminescence, overnight; 360,000 tested, 1.7% active;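 active means inhibition of at least 50% at 20 µM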
NR2E3 ag-2: activates human photoreceptor nuclear receptor NR2E3 | AID 2300 | 320,000 tested, 0.12% active | Q9Y5X4 | GST-NR2E3/biotin-RetCOR TR-FRET, 1536-well | inhibition of corepressor binding, % at 4.78 µM;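 active means percent inhibition above the cutoff of mean plus 3 SD of all tested compounds, set per screening campaign, cut at about 20% in these data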;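 further: 0% = DMSO wells and 100% = biotin wells as full block of FRET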
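Assay system: NR2E3–RetCOR corepressor complex. Quantity: 1.35 nM GST-NR2E3. Buffer or medium: pH 7.5 Tris-based buffer. Reagent: biotinylated RetCOR corepressor at 7 nM final. Schedule: 5 h at 4 °C. Detection: TR-FRET, emission read at 617 and 671 nm. Replicates: one well per compound, singlicate testing.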
CaV13 FRET inh: Primary screen for inhibitors of IQ motif and Ca2+-dependent inactivation inhibitor domain binding in CACNA1D, Förster resonance energy transfer in living cells, …; HEK cells, CFP/YFP FRET ICDI-IQ, plate reader, 10 min; percent FRET-ratio fall versus neutral wells; inhibition, % at 12.3 µM; 340,000 tested, 0.098% active;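 active means mean replicate inhibition of at least 30% and at least 1% of replicates passing that level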;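 further: 0% = median of the neutral control wells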
PDI inh: PDI (human) enzyme inhibition; P07237; PDI insulin aggregation turbidity, A650, 90 min; inhibition, % at 10 µM; 350,000 tested, 0.052% active; AID 588391;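 active means mean inhibition across replicates of 30% or more, whatever share of single replicates reach that level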;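 further: absorbance from insulin aggregation driven by PDI reduction with DTT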
Target sequence (P07237 whole entry, looked up): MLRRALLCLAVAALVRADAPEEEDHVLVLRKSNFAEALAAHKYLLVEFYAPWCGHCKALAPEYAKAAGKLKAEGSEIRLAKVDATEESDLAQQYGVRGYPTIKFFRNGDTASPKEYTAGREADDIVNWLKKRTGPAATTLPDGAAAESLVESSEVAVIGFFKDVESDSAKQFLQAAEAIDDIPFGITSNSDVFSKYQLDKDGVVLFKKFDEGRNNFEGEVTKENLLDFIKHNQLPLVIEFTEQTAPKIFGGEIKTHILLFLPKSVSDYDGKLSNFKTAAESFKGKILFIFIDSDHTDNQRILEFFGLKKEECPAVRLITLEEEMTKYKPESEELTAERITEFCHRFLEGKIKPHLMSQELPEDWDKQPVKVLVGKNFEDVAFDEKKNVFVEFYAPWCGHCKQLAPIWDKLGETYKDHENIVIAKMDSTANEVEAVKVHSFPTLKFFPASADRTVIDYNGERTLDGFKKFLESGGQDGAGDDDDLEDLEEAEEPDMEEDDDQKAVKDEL
H9c2 protect: modulators protecting cardiomyocytes from myocardial damage; protection from H2O2 cell death, % at 20 µM; 360,000 tested, 0.63% active; H9c2 cardiomyocytes, H2O2 injury protection, ATPLite, 2 h;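 active means compounds giving at least 50% protection of heart cells from peroxide-induced death in the single-dose screen, raw or plate-pattern-corrected value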;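 further: 0% = DMSO wells with peroxide and 100% = DMSO wells without peroxide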
hiPSC survival: increases survival of single human iPS cells; AID 602274; hiPSC single-cell survival, ATPlite luminescence; 100% = ROCK inhibitor wells, 0% = DMSO; 360,000 tested, 0.044% active; survival enhancement, % at 20 µM; in the data active means survival enhancement above about 18%;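 further: cells exposed to compounds for 16 hours before the ATP read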
An asterisk follows results filed as active; x = no result given.

SMILES	Shn3 inh set2	MITF TRPM1 inh	m5-HT2A agonist	HIF-2a block	NR2E3 ag-1	Peg3 promoter	NR2E3 ag-2	CaV13 FRET inh	PDI inh	H9c2 protect	hiPSC survival
CCCn1c(SCC(=O)N2CCN(CC)CC2)nc2c1c(=O)n(C)c(=O)n2C	10	3	0	13	-20	9	3	-7	1	-5	-0.4
O=C(Cc1ccccc1)Nc1ccc2c(c1)OC1(CCCC1)O2	-98	-110	-5	-298	-112	-305	0	-2	1	-8	-0.5
Cc1cccc(OCc2nnc(SCC(=O)N3CC(=O)Nc4ccccc43)o2)c1	14	15	-1	22	0	13	1	5	1	0	-0.4
C/C(=C/c1ccccc1)C(=O)N1CCN(c2ccccc2)CC1	-5	-10	2	-64	-10	-36	4	-4	3	-6	0.9
COc1ccc(CCNC(=O)C2CCN(C(=O)c3ccc([N+](=O)[O-])cc3)CC2)cc1	4	-18	4	2	-6	12	1	-5	-12	4	-0.8
C=CCNC(=O)CSc1nnc(C(CC)N(C)C)n1C1CCCCC1 (configuration not stated)	-9	2	-2	7	37	8	3	-2	15	6	-0.1
CCOc1cc(C=O)ccc1OCC(=O)N1CCCC1	-7	x	-2	2	-14	8	5	5	6	4	-0.6
COC(=O)c1ccc(C(=O)OC)c(NC(=S)N2CCN(c3cccc(Cl)c3)CC2)c1	-12	-4	8	19	-6	-11	3	-4	-5	0	1.0
COc1ccc(Cl)cc1-c1nc(-c2ccc(NC(=O)c3ccncc3)cc2)no1	14	-10	-1	-8	-25	-2	-1	-6	12	12	-2.1
CCOC(=O)C1(Cc2cccc(OC)c2)CCN(CC(O)CO)CC1 (configuration not stated)	-1	-1	-6	20	9	-7	2	-2	-1	5	0.2
CCCNC(=O)c1onc(CSc2ccc(Cl)cc2)c1C(=O)NCCOC	17	-14	2	19	-14	14	3	-5	-2	-1	-1.7
COc1ccc(OC)c(C2Nc3nc4ccccc4n3C(C)=C2C(=O)Nc2ccc(C)cc2C)c1 (configuration not stated)	19	10	8	17	16	4	0	-5	7	29	-0.4
O=C(c1cc2c(s1)-c1ccccc1OC2)N1CCCC1	-82	-34	-2	-314	-84	-346	3	-2	x	-22	-1.0
CCOc1ccc(N(CC(=O)Nc2ccccc2C(=O)NC(C)CC)S(C)(=O)=O)cc1 (configuration not stated)	14	-2	3	18	6	11	1	-5	7	7	-2.2
COc1ccccc1N(C)S(=O)(=O)c1ccc(C(=O)NCCCN2CCCC2=O)cc1	-7	x	-4	0	21	-8	x	-6	3	13	5.2
O=C(OCc1c(F)cccc1Cl)c1cnccn1	19	-13	0	11	-6	4	1	8	6	-3	3.6
COc1ccc(N(C)S(=O)(=O)c2c(C)[nH]c(=O)[nH]c2=O)cc1	9	0	4	11	-6	3	-2	-5	-2	1	8.1
FC(F)C(F)(F)Oc1cccc(Nc2nccn3c(-c4cc(C(F)(F)F)cc(C(F)(F)F)c4)cnc23)c1	3	x	-2	4	-16	14	x	-4	-13	12	6.1
CC(C)(C)c1ccc(CC(=O)N2CCC2(C)C(=O)NCc2ccc(Cl)cc2)cc1 (configuration not stated)	7	x	3	21	-5	6	x	-10	-2	-10	2.1
COc1ccccc1C(NC(C)=O)c1c(O)ccc2ccc(O)cc12 (configuration not stated)	33	-2	-2	12	0	11	-1	-2	3	-4	2.7
COc1ccc(C)cc1S(=O)(=O)N(C)CC(=O)N1CCC(C(N)=O)CC1	-7	0	2	6	-11	0	1	4	0	4	-0.1
O=C(c1ccc(CS(=O)(=O)c2c(Cl)cccc2Cl)o1)N1CCN(c2ccccn2)CC1	5	4	1	-1	-9	9	4	3	-4	10	-0.2
CCC(C(=O)Nc1ccc(C(C)C)cc1)c1ccccc1 (configuration not stated)	0	2	-4	-1	-7	2	4	-5	-6	-4	-1.1
N=C1c2ccccc2CN1NC(=O)c1cccc(S(=O)(=O)N2CCCC2)c1	3	-44	0	13	-14	7	5	-5	6	0	-0.2
COc1ccc(Nc2ncnc3c2oc2ccccc23)cc1	-24	-70	2	-251	-119	-317	4	-5	-5	-6	3.1

3 entries from above, ordered by count of non-hydrogen atoms, lowest first.
SMILES	Shn3 inh set2	MITF TRPM1 inh	m5-HT2A agonist	HIF-2a block	NR2E3 ag-1	Peg3 promoter	NR2E3 ag-2	CaV13 FRET inh	PDI inh	H9c2 protect	hiPSC survival
COc1ccccc1C(NC(C)=O)c1c(O)ccc2ccc(O)cc12 (configuration not stated)	33	-2	-2	12	0	11	-1	-2	3	-4	2.7
COC(=O)c1ccc(C(=O)OC)c(NC(=S)N2CCN(c3cccc(Cl)c3)CC2)c1	-12	-4	8	19	-6	-11	3	-4	-5	0	1.0
CCOc1ccc(N(CC(=O)Nc2ccccc2C(=O)NC(C)CC)S(C)(=O)=O)cc1 (configuration not stated)	14	-2	3	18	6	11	1	-5	7	7	-2.2

Next section:
SMILES	Shn3 inh set2	MITF TRPM1 inh	m5-HT2A agonist	HIF-2a block	NR2E3 ag-1	Peg3 promoter	NR2E3 ag-2	CaV13 FRET inh	PDI inh	H9c2 protect	hiPSC survival
Cc1ccc(NC(=S)N/N=C/c2ccc(OCCC(C)C)cc2)c(C)c1	24	1	2	15	20	0	-2	-5	7	-10	-2.4
COc1cccc(OCC(=O)O/N=C(\N)c2ccc(OC)c(OC)c2)c1	1	-8	4	-59	-1	-10	0	-3	7	1	-0.1
Cc1ccc(NC(=O)c2cc3ccccc3cc2O)cc1	-64	-75	6	-254	-209	-290	-2	-5	-1	-18	-0.5
COc1ccc(CCc2nc(-c3ccc(-n4cccc4)cc3)no2)cc1	-29	-3	3	-9	-15	12	3	-5	x	-16	-2.9
Cc1ccc(NNC(=O)c2snnc2C)cc1Cl	7	-9	-6	-26	-12	-21	1	-8	-1	-4	-0.4
O=C(O)c1cccc(S(=O)(=O)Nc2ccc(-c3ccccc3)cc2)c1	-13	-3	-5	-15	-6	-30	x	-6	-3	-1	-2.9
Cc1c(C(=O)N2CCN(Cc3ccccc3)CC2)oc2c1C(=O)CC(C)(C)C2	-6	-4	-9	-15	-3	-23	4	-3	-3	-1	-0.3
CCN(CC(=O)Nc1ccc2c(c1)OCCO2)C(=O)CC1CCCC1	3	-1	1	6	10	10	-1	-4	33*	8	1.4
CC(C)NC(=O)CSc1nc2ccccc2c(=O)n1CCCOC(C)C	3	7	1	9	-1	11	7	-7	-5	4	0.8
COc1ccc(NC(=O)C2(C)Cc3c(-c4ccc(C(N)=O)cc4)ccnc3O2)cc1 (configuration not stated)	2	x	-3	26	2	7	x	-5	-5	4	-2.5
CCCCS(=O)(=O)NC1=NCN(CCOC(=O)c2ccccc2)CN1	-19	1	-2	16	7	13	0	-5	0	-5	5.3
C=CCc1cccc2cc(C(=O)NC(C)(C)C)c(=O)oc12	-1	-2	9	9	-8	4	3	-6	-6	5	-0.9
Cc1ccc(S(=O)(=O)NCCC(c2ccc(F)cc2)c2ccco2)cc1 (configuration not stated)	24	6	-3	22	-19	20	2	-3	1	-21	-1.2
O=C(CSc1nnc(CNC(=O)c2ccco2)o1)Nc1ccc(OC(F)(F)F)cc1	-4	12	-1	7	-13	-1	0	-3	5	-3	-0.4
Cc1ccc(C(=O)CC2(O)C(=O)N(CN3CCOCC3)c3ccccc32)cc1 (configuration not stated)	x	5	9	7	-23	-1	-3	x	-4	5	2.5
CC1CCN(C(=O)CCC(=O)Nc2ccc([N+](=O)[O-])cc2)CC1	5	x	9	-2	9	-22	x	-12	2	4	2.7
CCOc1ccc(C2N(c3ccc(Cl)cc3)C(=O)C3CCCN32)cc1OC (configuration not stated)	-3	7	3	-2	-25	10	1	-2	x	28	-2.5
CC(C)c1ccc(/C=C(\NC(=O)c2ccccc2)C(=O)NCCCN2CCOCC2)cc1	3	-17	-5	21	-2	13	3	-2	7	7	-0.5
CCOC(=O)Cc1csc(SCC(=O)N2CCN(c3ccccc3)CC2)n1	20	9	-4	7	0	7	x	-6	4	-5	4.9
COc1ccc(CCNC(=O)CSc2nnc(CNC(=O)c3ccccc3F)o2)cc1OC	-1	4	3	1	6	4	3	x	1	-1	-0.7
CNc1nc2c(C)cccn2c(=O)c1C=Nc1ccc(OC)cc1	1	6	-2	-6	-14	-55	-1	-1	-6	6	0.0
O=C(Cc1c(O)c2ccccc2[nH]c1=O)N(Cc1ccccc1)Cc1ccccc1	-29	10	10	8	-4	3	9	-7	-6	4	0.7
CCCn1c(N2CCN(CC(=O)c3c[nH]c4ccccc34)CC2)nc2c1c(=O)[nH]c(=O)n2C	10	8	7	19	-33	26	-2	x	-1	26	1.8
CC(=O)Nc1cccc(NC(=O)CSc2nnc3ccc(-c4ccccn4)nn23)c1	9	6	-5	-7	3	-4	0	-6	2	-1	-0.6
COCCN1C(=O)C(=O)/C(=C(/O)c2ccc(S(=O)(=O)N3CCCCC3)cc2)C1c1ccc(OC)cc1 (configuration not stated)	-13	-16	6	5	24	-1	0	-3	5	2	1.3
Continued.
SMILES	Shn3 inh set2	MITF TRPM1 inh	m5-HT2A agonist	HIF-2a block	NR2E3 ag-1	Peg3 promoter	NR2E3 ag-2	CaV13 FRET inh	PDI inh	H9c2 protect	hiPSC survival
COCc1cccc(-c2csc(C(O)c3ccc(F)cc3)n2)c1 (configuration not stated)	-22	x	-1	-150	-73	-120	x	-11	9	-16	3.8
CCCN(CC(=O)Nc1ccccc1OC)C(=O)CNC(=O)c1ccc(C)s1	-2	13	4	1	-9	3	x	-7	0	-5	-0.3
Cc1cc(C)c(C)c(Cn2c(CO)nc3ccccc32)c1C	-7	10	15*	24	0	37	-3	x	11	-12	5.1
O=C(O)CCC(=O)NNC(=O)CCC(=O)Nc1ccccc1	-11	-3	3	5	-23	-10	3	-4	6	8	0.5
CCOC(=O)C1=C(C)C(c2ccccc2)NC(=S)N1 (configuration not stated)	16	15	7	10	4	12	2	-9	-2	5	1.2
C/C(=N\NC(=O)c1ccccc1O)C1CC1	0	14	-3	-12	-16	24	2	-3	0	13	-0.2
CC(C)N(Cc1cc2ccccc2[nH]c1=O)C(=O)C(C)(C)C	-2	7	1	7	-4	11	2	-1	0	5	1.7
COC(=O)c1ccc(-c2noc(CN(C)CCC3CCCCO3)n2)cc1 (configuration not stated)	11	4	-1	10	-9	-9	-5	2	-11	-4	-0.3
COc1ccc2c(c1)[C@H]1[C@H](CO2)[C@H](c2ccccc2)[C@]2(C)C(=O)Nc3cc(C)ccc3C(=O)N12	-2	10	-1	12	-35	9	x	-5	-1	-6	-0.5
O=C(O)CCC(=O)NNc1ccccc1[N+](=O)[O-]	-16	18	2	22	-15	3	-4	-19	4	-1	1.7
COC(=O)c1cc(-c2c(C)nn(-c3ccccc3)c2C)n[nH]1	-21	-26	-1	-88	-27	-68	1	-5	-12	-5	2.8
CC(=O)Nc1ccc(Nc2nc(C)nc3c2oc2ccccc23)cc1	-4	15	5	4	-22	23	0	-3	-5	33	-0.3
CN(Cc1nnc(-c2ccc(F)cc2)o1)c1ccccc1	-37	-2	-8	-160	-12	-108	1	-7	-18	-5	-0.7
